AMA1 RON2 block – AMA1-RON2 (P. falciparum) interaction inhibition. AID 720542. Potency, µM (series often up to 58.2 µM), for the others: at the top dose activity change, negative = inhibition, most hits filed as inhibitors. 360,000 compounds, 0.2% hits. AlphaScreen AMA1-biotinylated RON2 peptide binding;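 also: 0% = vehicle wells and -100% = peptide control; nearly all actives have a fitted effect of over 45% in size; some results filed as inactive show a strong effect at the top dose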
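AMA1 (3D7) with his tag at 25 nM final met compounds first, then biotinylated RON2 peptide at 25 nM; detection used donor plus acceptor beads, 10 µg/mL apiece, read by AlphaScreen after 30 min at room temperature.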
Tb PYK inh – T. brucei pyruvate kinase inhibition. Q57TT1. TbPYK enzyme, Kinase-Glo Plus ATP luminescence, 45 min. Potency, µM (top dose mostly 76.8 µM), for inactives: at the top dose activity, negative = inhibition, hits mostly inhibitors. 410,000 compounds, 0.12% hits. AID 624173; also: nearly all actives have a fitted effect of over 50% in size
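ADP (130 uM final) triggers the TbPYK reaction after compound addition; incubation is 45 min at room temperature. Kinase-Glo Plus is then added and luminescence imaged. Normalized data are fitted to concentration-effect curves.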
Starred values were filed as active, the others as inactive; ? = inconclusive; & = joins results of further samples; [ ] = dose if it differs, or a comment. Calls follow the shape of the dose curve; as a rule, active = well fitted curve in the direction sought with a large enough effect; inconclusive = small, poorly fitted or top-dose-only effect, or another doubt; inactive = no such curve, though single readings can be large; an effect the other way counts as inactive or inconclusive. Unless noted, % is scaled to controls: 0 for no effect and ±100 for the full control effect; potency is read from the fitted curve at half-maximal effect.

The line under a structure holds: AMA1 RON2 block, Tb PYK inh
O=C(Nc1ccc(-c2ccco2)cc1)C1CCCN(Cc2ccco2)C1 (stereo not given)
 : -10%, 4%
COc1cc(NC(=NS(=O)(=O)c2ccccc2)c2ccccc2)ncn1
 : -8%, 5%
COc1ccccc1NC(=O)C(CC(=O)O)Cc1cc(C)cc(C)c1 (stereo not given)
 : -9%, -4%
Cc1ccccc1S(=O)(=O)NC(=O)C1(C)CCN1C(=O)c1cccc(F)c1 (stereo not given)
 : 2%, 4%
COc1ccc(C(=O)N2CCC(C)(C(=O)NS(=O)(=O)C3CC3)C2)c(OC)c1 (stereo not given)
 : -4%, 2%
CCc1nc2ccc(C(=O)NC3CCN(Cc4ccccc4)CC3)cn2c1N(C)CCN1CCOCC1
 : 6%, -10%
CN(C(=O)COc1ncnc2ccccc12)C1CCCCC1
 : 17%, -19%
CCc1nc2c(OCC(=O)c3ccc(Cl)cc3Cl)cccn2c1N(C=O)Cc1ccc(OC)cc1
 : 11%, -5%
COc1ccc(-c2cc(C(=O)Nc3ccc(NC(C)=O)cc3)[nH]n2)c(C)c1
 : -16%, 4%
Cc1ccc(NC(=O)COC(=O)Cn2ccc(=O)[nH]c2=O)cc1C
 : 13%[11.6 µM], 3%
Cc1ccccc1-c1cc2nc(NCc3ccncc3)n(C)c(=O)c2s1
 : -12%, 6%
Cc1c(N2CCCCC2)[nH]c2ccccc12
 : -14%, -1%
Cc1ccc(S(=O)(=O)Nc2ccc(Nc3nccn4c(-c5cccc(OC(F)(F)F)c5)cnc34)cc2)cc1
 : 86%[activator], 0%
CCSC1C(=O)N(C)C(SCC)C(=O)N1C (stereo not given)
 : -6%, -11%
C[C@@H]1O[C@@H](Oc2c(-c3ccc(O)c(O)c3)oc3cc(O)cc(O)c3c2=O)[C@H](O)[C@H](O)[C@H]1O
 : 18%&-11%, -18%&-8%
FC(F)(F)Oc1ccccc1C(c1nnnn1C1CCCC1)N1CCN(C/C=C/c2ccccc2)CC1 (stereo not given)
 : -27%, 1%
O=C1C=CC(=O)N1c1ccc(-c2nc3ccccc3o2)cc1
 : -4%, 11µM*
O=C(COc1ccc([N+](=O)[O-])cc1Cl)N1CCc2ccccc21
 : -9%, 4%
NC(=O)c1cccc(-c2ccnc3c2CC(C(=O)NCc2ccc(F)c(F)c2)O3)c1 (stereo not given)
 : -2%, 1%
CCOC(=O)C(=COC(=O)c1ccccc1)NC(=O)Cc1ccccc1
 : 12%, 0%
CCC(=O)N1CCCC(C)(C(=O)Nc2ccc(OC(F)F)cc2)C1 (stereo not given)
 : -8%, 1%
C=CC[C@@H](CC(=O)OC(C)(C)C)C(=O)OC[C@H]1CCCN1C(=O)[C@@H](CC=C)CC(=O)N(CCO)Cc1ccccc1
 : 23%, 4%
COc1ccc(N/C(=C2\CCCC2=O)C2CCCCC2)cc1
 : -5%, -11%
COc1ccc(NC(=O)COC(=O)C(NC(=O)c2ccc(C)cc2)C(C)C)cn1 (stereo not given)
 : 1%[11.6 µM], 4%
Cc1cccc(N2N=C(C(=O)N3Cc4ccccc4CC3C(N)=O)CCC2=O)c1 (stereo not given)
 : 11%, 1%
C[C@H](CO)N1C[C@H](C)[C@@H](CN(C)Cc2ccc(Cl)c(Cl)c2)Oc2c(NS(=O)(=O)c3cn(C)cn3)cccc2C1=O
 : 12%, -1%
CCCC(=O)N1CCC1(C)C(=O)NS(=O)(=O)c1cccs1 (stereo not given)
 : 14%, 4%
O=C(C[C@H]1C/C=C\C[C@H](NC(=O)OCC2c3ccccc3-c3ccccc32)C(=O)O[C@H](c2ccccc2)CNC1=O)N[C@H](CO)Cc1ccccc1
 : 5%, 1%
COc1cccc(CNC(=S)Nc2ccc3c(c2)c(=O)n(C)n3Cc2ccccc2)c1
 : 10%, -1%
CCN1CCN(C(C(=O)NC2CCCCC2)C2CC2)CC1 (stereo not given)
 : 18%, -1%
CCCNC(=O)N1[C@H]2CC[C@@H]1C(C(=O)OC)=C(c1cc3ccccc3s1)C2
 : -6%, -6%
Cc1ccc(S(=O)(=O)N2CCN(C(=O)COC(=O)CNC(=O)c3ccccc3F)CC2)c(C)c1
 : -4%, 2%
Cc1ccc([C@@H]2CC=C(C(=O)O)[C@H](c3ccccc3F)N2S(=O)(=O)c2ccccc2C)cc1
 : -10%, -8%
CN(C)Cc1csc(NC(=O)Nc2cccc(C(F)(F)F)c2)n1
 : 31%[activator], -2%
O=C(Cc1csc(-c2cccc(F)c2)n1)Nc1cccc(S(=O)(=O)NC2=NCCC2)c1
 : 0%, -3%
CC(C)NC(=O)C1(C)Cc2c(-c3ccc(C(N)=O)cc3)ccnc2O1 (stereo not given)
 : -2%, 2%
CC1(C(=O)NCCc2ccccc2)Cc2c(-c3cccc(C(F)(F)F)c3)ccnc2O1 (stereo not given)
 : -17%, 3%
CSc1nc(O)c(C(c2ccc(OC(C)C)cc2)c2c(O)nc(SC)[nH]c2=O)c(=O)[nH]1
 : 7%, -28%
COc1cc2c(c(OC)c1OC)-c1ccc(OC)c(=O)cc1C(NC(=O)c1ccccc1)CC2 (stereo not given)
 : 16%, 0%
O=C(NCc1ccccc1C(F)(F)F)c1cccc2c1C(=O)c1ccc(N3CCC(N4CCCCC4)CC3)cc1S2(=O)=O
 : 4%, -1%
N#CCc1c(C#N)c(N)nc(N2CCOCC2)c1C#N
 : 3%, -5%
COc1ccc(OC)c(N(CCN2C(=O)c3ccccc3C2=O)C(=O)C2CCC(=O)C2C)c1 (stereo not given)
 : -1%, 5%
O=C(COC(=O)c1ccc(Cl)nc1)Nc1cc(S(=O)(=O)N2CCOCC2)ccc1Cl
 : 0%[11.6 µM], 4%
O=C(NCC1CCCCC1)c1[nH]c(C(F)(F)F)nc1-c1ccccc1
 : 33%[activator], 8%
CCc1ccc(C(C#N)=CC=Cc2ccccc2)cc1
 : 106%[activator], -8%
Nc1ccc(OCc2ccccc2)cc1[N+](=O)[O-]
 : ?, -1%
COc1cccc(C(=O)NC2CC3CCCC(C2)N3Cc2ccc(F)cc2)c1 (stereo not given)
 : 14%, -3%
CCc1nc2ccc(C(=O)Nc3cccc(OCC(=O)N(C)C)c3)cn2c1N(CCC(C)C)CCN(C)C
 : -2%, 4%
COc1ccccc1-c1cc(NC(C)=O)c2ncc(-c3cccc(C(F)(F)F)c3)n2c1
 : -14%, 5%
O=C(NCc1ccccc1)c1cccc(NC(=O)c2ccccc2)c1
 : 5%, 6%
OCC[C@@H]1C[C@@H](O)[C@H](O)[C@@]2(CCCO2)O1
 : 0%, 1%
COc1ccccc1NC(=S)NC1CCCC1
 : -1%, -5%
CCNc1nc(NCC)n2c(SCC(=O)Nc3ccccc3OC(F)F)nnc2n1
 : -1%, 5%
CSc1nc(N)nc2c1ncn2CC(=O)N[C@H](CO)Cc1c[nH]c2ccccc12
 : -4%, 1%
CCOC(=O)C1CCN(C(=O)c2ccc3c(=O)n4nc(Nc5ccccc5CC)sc4nc3c2)CC1
 : 2%, 2%
CCCCCCCCSC1=CC(=O)C(OC)=C(OC)C1=O
 : 7.9µM*, 14µM*
CCOC(=O)[C@@H]1[C@H]2COc3ccc(Br)cc3[C@H]2N2C(=O)N(c3ccc(C)cc3)C(=O)[C@@]12C
 : -8%, -10%
COc1ccccc1CNC(=O)COC(=O)Cn1cnc2c1c(=O)n(C)c(=O)n2C
 : -11%, 0%
COc1cc(NCc2ccccc2)c2ncn(Cc3ccccc3)c2c1
 : ?, 0%
Nc1ccc(S(=O)(=O)NN=Cc2ccccc2[N+](=O)[O-])cc1
 : -7%, 5%

Continued.
The line under a structure holds: AMA1 RON2 block, Tb PYK inh
Cn1c(=O)c2cc(NC(=S)NC3CCCCC3)ccc2n1C/C=C/c1ccccc1
 : 32%[activator], -2%
COc1ccccc1CN1CCNCC1
 : -7%, 4%
O=C(OCc1ccccc1F)c1cc(S(=O)(=O)N2CCCCC2)ccc1N1CCOCC1
 : -7%, -13%
Cc1ccc(CN(N=Nc2nonc2N)c2nonc2N)c(C)c1
 : -12%, -1%
COc1ccc(-c2cn3c(C)c(C(=O)NCc4ccc5c(c4)OCO5)sc3n2)cc1
 : 18%, -3%
CC(C)COC(=O)N(C)C[C@H]1OCc2cnnn2CCCC(=O)N([C@@H](C)CO)C[C@H]1C
 : 4%, 1%
O=C(Nc1ccc(-c2nc3ccccc3[nH]2)cc1)C1CCCN(Cc2ccn[nH]2)C1 (stereo not given)
 : 20%, -2%
Cc1cccc(-n2ncc3c2CCCC3NC(=O)c2ccncc2)c1C (stereo not given)
 : 0%, -4%
CCc1nc2c(OCCC3CCCCC3)cccn2c1N(C)C(=O)c1ccco1
 : -18%, -1%
CCCc1c(-c2cccc(F)c2)ncn1CCc1ccccc1OC
 : -28%, -1%
N#Cc1sc2nccc(Nc3ccccc3)c2c1N
 : 3%, -4%
O=C(NCc1ccc(F)cc1)c1cc(C2CCCN(C(=O)c3ccc4c(c3)CCO4)C2)on1 (stereo not given)
 : -10%, -4%
CCc1ccc2nc(SCC(=O)N3CCCCC3)c(C#N)cc2c1
 : 13%, -6%
COc1ccc(C(O)c2nc(-c3ccc(N(C)C)cc3)cs2)cc1 (stereo not given)
 : ?, -2%
CN(C)CCC(C(=O)c1ccccc1)c1cccnc1 (stereo not given)
 : 21%, -1%
CCC(=O)N1CCc2cc(Br)c(S(=O)(=O)CCC(=O)NCCOC)cc21
 : -13%, 1%
Cc1ccc(OC(=O)N(C)C[C@@H]2OCc3cn(nn3)CCCC(=O)N([C@H](C)CO)C[C@H]2C)cc1
 : -11%, 1%
O=C(NC1CCCCC1)N1Cc2ccccc2-n2nncc2C1
 : 4%, -5%
O=C(CCCC(=O)NN=Cc1ccccc1Cl)NN=Cc1ccccc1Cl
 : -4%, 2%
Cn1nccc1-c1ccc(C(=O)NCc2ccc(Cl)cc2)c2occc12
 : 4%, 1%
COc1ccc([C@H]2C[C@H](n3cc(-c4ccc(F)cc4)nn3)[C@@H](O)CN2Cc2cccs2)cc1
 : -7%, -4%
COc1ccc(C(C#N)CC(=O)c2ccc(OCc3ccccc3)c(OC)c2)cc1OC (stereo not given)
 : -9%, 2%
COC(=O)c1c(C)[nH]c(C(=O)CN2C(=O)C3CC=CCC3C2=O)c1C (stereo not given)
 : -4%[11.6 µM], -2%
C[C@H]1CN([C@@H](C)CO)C(=O)Cc2cc(NC(=O)Cc3ccccc3)ccc2O[C@H]1CN(C)C(=O)Nc1cccc2ccccc12
 : 13%, 2%
NS(=O)(=O)c1ccc(CCNC(=O)CSc2nc3c(sc(=S)n3-c3ccccc3)c(=O)[nH]2)cc1
 : -7%, -3%
O=C(CNc1cccc(S(=O)(=O)N2CCCC2)c1)Nc1cccc(C(F)(F)F)c1
 : 14%, -8%
Cc1nc(N)sc1-c1ccccc1
 : 3%, 4%
CC[C@@]1(C(=O)OC)N[C@H](CN(C)S(=O)(=O)c2ccc(OC(F)(F)F)cc2)[C@@H]2C(=O)N(C)C(=O)[C@@H]21
 : 15%, 4%
C[C@@H]1CN([C@H](C)CO)C(=O)CCCn2cc(nn2)CO[C@H]1CN(C)C(=O)Nc1ccc(-c2cccs2)cc1
 : 22%, 5%
C[C@H](CO)N1C[C@H](C)[C@@H](CN(C)CC2CCCCC2)Oc2ccc(NC(=O)CCN3CCOCC3)cc2C1=O
 : -7%, 1%

Single entries from the results shown:
`Cc1ccc(S(=O)(=O)Nc2ccc(Nc3nccn4c(-c5cccc(OC(F)(F)F)c5)cnc34)cc2)cc1` – AMA1 RON2 block: 86%[activator]
`Nc1ccc(OCc2ccccc2)cc1[N+](=O)[O-]` – Tb PYK inh: -1%
`CN(C)CCC(C(=O)c1ccccc1)c1cccnc1` (stereo not given) – AMA1 RON2 block: 21%
`O=C(NCc1ccc(F)cc1)c1cc(C2CCCN(C(=O)c3ccc4c(c3)CCO4)C2)on1` (stereo not given) – AMA1 RON2 block: -10%
`CC1(C(=O)NCCc2ccccc2)Cc2c(-c3cccc(C(F)(F)F)c3)ccnc2O1` (stereo not given) – AMA1 RON2 block: -17%
`CCC(=O)N1CCCC(C)(C(=O)Nc2ccc(OC(F)F)cc2)C1` (stereo not given) – Tb PYK inh: 1%

Whole records as entered above:
CSc1nc(N)nc2c1ncn2CC(=O)N[C@H](CO)Cc1c[nH]c2ccccc12 across the screens: AMA1 RON2 block: -4%; Tb PYK inh: 1%
CCc1nc2ccc(C(=O)NC3CCN(Cc4ccccc4)CC3)cn2c1N(C)CCN1CCOCC1 across the screens: AMA1 RON2 block: 6%; Tb PYK inh: -10%
CCC(=O)N1CCCC(C)(C(=O)Nc2ccc(OC(F)F)cc2)C1 (stereo not given) across the screens: AMA1 RON2 block: -8%; Tb PYK inh: 1%

Additional compounds follow.
The line under a structure holds: AMA1 RON2 block, Tb PYK inh
O=C(NCc1cccc(Cl)c1)c1ccc(-n2cncn2)c2ccoc12
 : 5%, 2%
CN(CCOc1ccc(Cl)cc1)C(=O)C1=CC=CN2CCS(=O)(=O)N=C12
 : 3%, 0%
CC(C)C[C@@H](CN1CCCC1CN1C(=S)NC[C@@H]1Cc1ccccc1)N1C[C@H](Cc2ccc(O)cc2)N(CC2CCCCC2)C1=S (stereo not given in full)
 : 10%, 0%
CC1=C(SCc2ccccc2)C(=O)c2ccccc2C1=O
 : ?, -16%

Screens from PubChem.

These rows are one share of the data. The share of hits here may be higher or lower than overall.
